NOD1 NF-kB reporter – NOD1 signaling inhibitors, primary screen, cell-based, luminescence, uHTS (AID 1578); NOD1-driven NF-kB luciferase reporter cells, luminescence; higher % means a stronger effect; inhibition, % at 4 µM, or EC50 in µM where a hit was titrated; 290,000 tested, 1% active; in the data active means inhibition mostly above about 36%, no sharp cut-off; inactive means mostly below about 34%;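 further: HEK-293T reporter cells stimulated with the NOD1 agonist gamma-tri-DAP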
GPR55 beta-arrestin – GPR55 agonists via beta-arrestin recruitment, primary screen, imaging, U2OS cells, beta-arrestin-GFP redistribution (AID 1961). U2OS GPR55 beta-arrestin-GFP redistribution imaging; higher % means a stronger effect. activation, % at 10 µM, or EC50 in µM where a hit was titrated. 290,000 tested, 0.048% active;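 active means activation above 40% with more than 50 cells counted in the well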;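 further: U2OS osteosarcoma cells stably expressing GPR55 and beta-arrestin-GFP; plate controls were DMSO negative control for no effect and LPI positive control for full effect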
Myeloid diff MLP – induction of myeloid progenitor differentiation, primary screen, cell-based, flow cytometry, MLPCN library; ER-HoxA9 myeloid progenitors, lysozyme-GFP differentiation; calls only at 10 µM; 360,000 tested, 1% active; AID 624256, 2012;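 active means normalized GFP-positive differentiation at or above the plate's own cutoff, the solvent-only control mean plus 3 SD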;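 further: cells exposed to compound for four days before flow analysis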
HIV peptide binding – inhibitors of HIV fusion peptide binding, primary screen, biochemical, uHTS, fluorescence dequenching (AID 1986); 290,000 tested, 0.3% active; one-dose inhibition, % at 20 µM; IC50 in µM for titrated hits; cell-free peptide binding, fluorescence dequenching, 30 min; higher % means a stronger effect; in the data active means inhibition mostly above about 52%, no sharp cut-off; inactive means mostly below about 76%; further: some results filed as inactive read as strong as hits
KOR beta-arrestin-1 – KOR antagonists, beta-arrestin recruitment, cell-based, luminescence, uHTS (AID 1778) | Kappa-type opioid receptor (Homo sapiens) | KOR beta-arrestin recruitment, luminescence, antagonist mode; higher % means a stronger effect | inhibition, % at 10 µM; hits with a dose series show IC50 in µM | 290,000 tested, 0.091% active; further: strong numbers were not always called active
GPR55 LPI antagonism – GPR55 antagonists blocking LPI-driven arrestin recruitment, primary screen, imaging, U2OS, beta-arrestin-GFP, LPI agonist (AID 2013) | U2OS GPR55 beta-arrestin-GFP translocation imaging, LPI antagonism; higher % means a stronger effect | one-dose inhibition, % at 10 µM; IC50 in µM for titrated hits | 290,000 tested, 0.13% active;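 active means spots per cell inhibited over 60%, with over 100 cells counted and total cytoplasm intensity under 500,000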;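 further: U2OS cells stably carrying GPR55 and arrestin-GFP stimulated by 5 µM LPI near EC80; imaged beta-arrestin-GFP aggregate spots per cell after agonist stimulation; plate controls were LPI-stimulated DMSO wells for no effect and DMSO wells without LPI for full effect; some results filed as inactive read as strong as hits; confirmed hits need IC50 under 10 µM and bright autofluorescent wells are also inconclusive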
GPR35 arrestin U2OS – GPR35 antagonists blocking zaprinast-driven arrestin recruitment, primary screen, imaging, U2OS, beta-arrestin-GFP, zaprinast agonist (AID 2058); U2OS GPR35 beta-arrestin-GFP translocation imaging, zaprinast antagonism; higher % means a stronger effect; inhibition, % at 10 µM, or IC50 in µM where a hit was titrated; G-protein coupled receptor 35 (Homo sapiens); 290,000 tested, 0.052% active;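 active means inhibition of at least 50% with at least 30 cells and total cytoplasm GFP at most 10,000,000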
HEK293 NOD2/NF-kB – NOD2 signaling inhibitors, cell-based, luminescence, uHTS, HEK293 (AID 1566); HEK293 NOD2/NF-kB luciferase reporter, luminescence; higher % means a stronger effect; inhibition, % at 4 µM; hits with a dose series show EC50 in µM; 290,000 tested, 0.63% active; further: many of its hits are not listed in these tables
KOR beta-arrestin-2 – KOR agonists, beta-arrestin recruitment, primary screen, cell-based, luminescence, uHTS (AID 1777) | Kappa-type opioid receptor (Homo sapiens) | KOR beta-arrestin recruitment, luminescence; higher % means a stronger effect | activation, % at 10 µM, or EC50 in µM where a hit was titrated | 280,000 tested, 0.02% active; in the data active means activation above about 50%, passing the limit was not always enough; further: a part of the inactive calls stands beside numbers as strong as those of hits
Myeloid diff MLP GFP+ MAC1+ % – recorded beside Myeloid diff MLP, whose call it bears; GFP+ MAC1+ double positive, %; measured here: differentiation confirmed by MAC1 staining
* hit, by the source's call; i = inactive; x = no result given; [ ] = dose if it differs, or a comment. Unless noted, no stated cut-off is given here; in the data, active means inhibition above about 50%; inactive means the rest. The list is partial; rates above refer to the full screens.

SMILES	NOD1 NF-kB reporter	GPR55 beta-arrestin	Myeloid diff MLP	Myeloid diff MLP GFP+ MAC1+ %	HIV peptide binding	KOR beta-arrestin-1	GPR55 LPI antagonism	GPR35 arrestin U2OS	HEK293 NOD2/NF-kB	KOR beta-arrestin-2
Cc1ccc(N=C2C(=O)Nc3ccc(Br)cc32)cc1	-4.5%	-0.1%	i	0.7	-1.5%	-51.5%	-2.8%	-3.2%	-20.8%	2.8%
O=C(CSc1nnc(CNC(=O)c2ccccc2)o1)NCCc1ccccc1	72.0%*	0.4%	i	0.8	-1.1%	46.9%	-41.0%	0.9%	-3.3%	1.2%
CC(C)(C)OC(=O)NC1CC2CCCC(C1)N2Cc1ccccc1 (centres undefined)	-1.1%	-0.1%	i	0.2	0.9%	-41.0%[20 µM]	10.5%	8.7%	4.2%	-1.0%
N#C/C(=C\c1ccc([N+](=O)[O-])cc1)C(=O)NCCCn1ccnc1	-4.7%	-0.1%	i	0.1	-1.0%	-13.1%	1.3%	1.9%	-0.5%	4.4%
CCCn1c(C)cc(/C=C(\C#N)C(=O)OCC(=O)Nc2ccc(OC)c(Cl)c2)c1C	-13.1%	-0.2%	i	0.8	7.7%	-12.0%	4.8%	-1.5%	-14.1%	0.7%
Cc1cc(C(F)(F)F)nn1CC(=O)NCc1ccccc1	5.8%	0.3%	i	0.7	0.4%	-11.4%	1.8%	3.7%	13.2%	2.4%
CC(C)=CCc1c2c(c3occ(-c4ccc(O)cc4)c(=O)c3c1O)C=CC(C)(C)O2	-19.3%	0.3%	i	2.7	2.8%	1.3%	14.3%	20.5%	24.3%	-2.6%
CCc1ccccc1S(=O)(=O)Cc1ccc(C(=O)NC2CCCC2)o1	-37.4%	0.4%	i	0.7	1.9%	-18.2%	16.6%	3.1%	13.5%	4.1%
O=C1CC(c2ccccc2)n2nc(NC(=O)C3CCCO3)nc2N1 (centres undefined)	-11.6%	0.6%	i	1.2	1.1%	14.1%	-5.1%	-3.1%	10.7%	1.6%
Cc1ccc(OCc2nnc(SCC(=O)Nc3cc(C)on3)n2C)cc1	-2.2%	-0.1%	i	0.4	0.6%	-31.1%	12.3%	-3.0%	5.5%	-4.6%
Cc1ccccc1NC(=O)N1CCCN(c2ccc(C#N)cn2)CC1	1.1%	-0.1%	i	0.5	-0.2%	-3.0%	5.3%	6.2%	22.6%	-1.2%
Cc1noc2ncnc(N3CCCC3)c12	-13.8%	-0.3%	i	0.7	-0.2%	2.5%	8.2%	18.5%	27.2%	-3.1%
CC(C)CNC(=O)C1CCN(Cc2ccc(OCc3ccccc3)cc2)CC1	-24.1%	0.0%	i	0.3	-0.8%	28.5%	6.5%	-11.3%	-21.8%	1.5%
Cc1ccc2oc(=O)c3cnn(CC(=O)NC4CCC(C)CC4)c3c2c1 (centres undefined)	-17.8%	-0.1%	i	5.6	1.2%	-28.3%	3.3%	18.0%	-0.4%	1.8%
COc1cccc(CNC(=O)COc2cc3c(c4oc(=O)cc(C)c24)CCC(C)(C)O3)c1	-11.2%	0.9%	i	2.8	-0.2%	-44.3%[20 µM]	6.1%	-6.7%	14.8%	-4.8%
Cc1ccccc1NC(=O)C1CCC(=O)N1 (centres undefined)	96.7%*	-0.1%	i	1.1	-0.5%	16.4%[20 µM]	-2.1%	-1.0%	-7.2%	0.7%
CCc1nnc(NC(=O)C2CC(=O)N(c3ccc(C)cc3)C2)s1 (centres undefined)	-11.1%	-0.1%	i	1.0	1.3%	26.9%	9.1%	-12.4%	4.0%	-2.3%
COc1nc(Nc2ccc(C(C)=O)cc2)nc(OC)n1	-7.4%	-0.1%	i	0.5	-1.3%	-30.5%	-2.5%	7.3%	-11.4%	-1.5%
O=C(CNC(=O)c1ccc(Cl)cc1)N/N=C/c1cccnc1	-1.7%	-0.3%	i	0.3	2.0%	-13.1%	-8.1%	-14.6%	9.2%	0.3%
CCC(C)(C)n1nnnc1CN1CCC(c2nc3ccc(C)cc3[nH]2)CC1	20.0%	-0.2%	i	2.7	3.1%	13.3%	-6.6%	1.0%	10.0%	-8.8%
CN(CC(=O)NCCCc1ccccc1)S(=O)(=O)c1ccc(Br)cc1	15.5%	1.0%	i	0.6	0.3%	-2.1%	3.1%	10.2%	13.0%	-4.5%
COc1ccccc1/C=N/NC(=O)c1ccc(Cn2nc([N+](=O)[O-])cc2C)cc1	-6.0%	0.2%	i	0.5	-1.3%	-24.8%	1.2%	6.6%	14.7%	-0.4%
CC1CCc2[nH]c3ccc(C(=O)NCCCOC(C)C)cc3c2C1 (centres undefined)	-12.1%	0.1%	i	0.2	1.4%	8.6%	8.4%	-9.2%	9.3%	-2.3%
Cc1cccc(NC(=O)COC(=O)c2ccc3c(c2)OCO3)c1C	-29.2%	-0.7%	i	0.7	-0.8%	-3.5%	-1.9%	-12.3%	19.5%	-3.2%
CCCCOCC1CC(CC#CCN2CCCCC2)C(=O)O1 (centres undefined)	-24.1%	-0.1%	i	0.7	1.6%	13.3%[20 µM]	15.3%	2.0%	16.8%	x
Cc1cc(C)cc(OCC(=O)Nc2cccc(-c3nc4ncccc4o3)c2)c1	5.0%	-0.1%	i	1.5	-0.1%	-68.1%	-8.6%	17.0%	10.8%	7.5%
CC(C)Oc1ccc(S(=O)(=O)N2CCOCC2)cc1NC(=O)c1ccc(N2CCCC2=O)cc1	-8.4%	0.969µM*	i	1.1	-1.0%	10.8%	25.8%	-0.7%	17.3%	-2.8%
Nc1ncnc(Oc2ccccc2F)c1[N+](=O)[O-]	-24.3%	0.2%	i	0.5	-1.3%	15.3%[20 µM]	2.6%	-4.9%	3.0%	-3.2%
N#Cc1cccc(Nc2c3c(nc4ccccc24)CCC3)c1	-10.9%	-0.1%	i	0.8	0.5%	-4.2%	3.7%	-8.0%	0.4%	-2.2%
Cc1cc2oc(=O)cc(CSc3nc(N)cc(N)n3)c2cc1C(C)C	24.3%	-0.2%	i	0.8	-1.1%	-22.7%	4.4%	-2.2%	13.1%	-1.8%
COc1ccc(CCNC(=O)c2cccnc2)cc1OC	-1.3%	-0.2%	i	7.0	-0.3%	-26.8%	-2.0%	4.2%	-6.1%	0.6%
CCOc1cccc(=O)c2c(C)n(C)c(C)c12	11.6%	0.1%	i	4.4	-0.4%	2.1%	-1.1%	4.9%	6.8%	0.6%
N#C/C(=C\c1cc(Br)ccc1F)C(=O)NC1CC1	-41.5%	0.7%	i	1.0	0.1%	-8.2%	-5.6%	-4.5%	-7.1%	0.9%
O=C(O)c1ccccc1NCN1C(=O)C2CC=C(Cl)CC2C1=O (centres undefined)	-5.8%	0.2%	i	0.8	0.1%	-0.6%	12.7%	-9.1%	10.5%	-5.8%
CCCCCNCC(=O)Nc1cccc(C(=O)Nc2cccc(C(F)(F)F)c2)c1	-33.7%	0.6%	i	0.5	-0.1%	-39.7%	-1.6%	-3.8%	12.1%	-0.9%
COc1ccccc1NC(=O)CN1CCN(CC(=O)Nc2ccc3c(c2)OCO3)CC1	9.0%	-0.1%	i	1.9	-0.4%	-83.7%	-14.8%	6.5%	-28.5%	1.4%
CCOc1ccc(NC(=O)CN(C)C(=O)CSC(C)C(=O)Nc2cc(C)on2)cc1OCC (centres undefined)	44.5%*	0.3%	i	2.0	-0.2%	-23.7%	4.1%	-0.4%	15.5%	4.2%
COc1ccc(CNS(=O)(=O)c2ccc(OC)cc2)cc1	-1.2%	-0.1%	i	0.5	0.7%	10.2%	-0.4%	-7.6%	16.5%	-2.0%
O=C(Nc1ccc(NC(=O)c2cccs2)c(Cl)c1)c1ccco1	-26.5%	0.3%	i	0.7	0.6%	-25.1%[20 µM]	-5.9%	6.1%	-0.4%	x
C/C(N)=N\S(=O)(=O)c1ccc(Cl)cc1	3.9%	-0.3%	i	2.0	49.8%	-0.7%	28.4%	20.7%	9.2%	-3.3%

Reprinted from the part before: 6 entries; new compounds follow.
SMILES	NOD1 NF-kB reporter	GPR55 beta-arrestin	Myeloid diff MLP	Myeloid diff MLP GFP+ MAC1+ %	HIV peptide binding	KOR beta-arrestin-1	GPR55 LPI antagonism	GPR35 arrestin U2OS	HEK293 NOD2/NF-kB	KOR beta-arrestin-2
CCCCCNCC(=O)Nc1cccc(C(=O)Nc2cccc(C(F)(F)F)c2)c1	-33.7%	0.6%	i	0.5	-0.1%	-39.7%	-1.6%	-3.8%	12.1%	-0.9%
COc1ccccc1NC(=O)CN1CCN(CC(=O)Nc2ccc3c(c2)OCO3)CC1	9.0%	-0.1%	i	1.9	-0.4%	-83.7%	-14.8%	6.5%	-28.5%	1.4%
CCOc1ccc(NC(=O)CN(C)C(=O)CSC(C)C(=O)Nc2cc(C)on2)cc1OCC (centres undefined)	44.5%*	0.3%	i	2.0	-0.2%	-23.7%	4.1%	-0.4%	15.5%	4.2%
COc1ccc(CNS(=O)(=O)c2ccc(OC)cc2)cc1	-1.2%	-0.1%	i	0.5	0.7%	10.2%	-0.4%	-7.6%	16.5%	-2.0%
O=C(Nc1ccc(NC(=O)c2cccs2)c(Cl)c1)c1ccco1	-26.5%	0.3%	i	0.7	0.6%	-25.1%[20 µM]	-5.9%	6.1%	-0.4%	x
C/C(N)=N\S(=O)(=O)c1ccc(Cl)cc1	3.9%	-0.3%	i	2.0	49.8%	-0.7%	28.4%	20.7%	9.2%	-3.3%
COc1ccc([N+](=O)[O-])cc1NC(=O)c1cccs1	-32.0%	0.1%	i	0.1	-0.1%	2.4%	-12.8%	-7.0%	6.3%	-5.0%
S=C(NCCc1ccccc1)N/N=C/c1ccccc1Cl	-26.7%	0.1%	i	1.3	-0.8%	9.4%	2.8%	-7.9%	11.3%	1.5%
Cc1cccc(C(=O)NC2CC3CCCC(C2)N3C(=O)Nc2ccccc2)c1 (centres undefined)	-25.1%	-0.1%	i	1.3	1.2%	-12.2%	-9.6%	2.2%	-16.0%	1.5%
CCCOc1ccc(Br)cc1/C=N/O	-11.2%	-0.2%	i	0.6	0.9%	1.4%	-16.4%	22.6%	-2.5%	1.4%
CCCn1nnc(NC(=S)NC(=O)C(C)(C)C)n1	9.6%	-0.1%	i	0.5	-0.7%	-27.6%	6.5%	-5.6%	8.4%	10.1%
CCOC(=O)c1c(-c2ccccc2)csc1NC(=O)CSc1nnnn1C	31.0%	-0.5%	i	0.3	11.9%	-27.5%	-6.9%	0.6%	12.2%	4.3%

High-throughput results (PubChem BioAssay)
